High-throughput results (PubChem)
PGK inhibitor – qHTS Assay to Find Inhibitors of Phosphoglycerate Kinase. Potency, µM (top dose mostly 57.5 µM), without a hit: top-dose activity change, negative = inhibition, hits mostly inhibitors. 380,000 compounds, 0.043% hits. Phosphoglycerate kinase, glycosomal (Trypanosoma brucei brucei), P07378. PGK/GAPDH coupled, Kinase-Glo luminescence, 60 min; also: % is scaled to controls: 0 for no effect and ±100 for the full control effect; nearly all actives have a fitted effect of over 60% in size
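Recombinant glycosomal PGK reaction used 1,3-bisphosphoglycerate generated in-well by GAPDH (100nM final) in 100mM TEA pH 7.6, 5mM MgCl2, 0.01% Tween-20. After 60 minutes at room temperature, ATP was read by Kinase-Glo Plus luminescence end-point.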
BAZ2B inh – qHTS Assay for Inhibitors of BAZ2B; Bromodomain adjacent to zinc finger domain protein 2B (Homo sapiens), Q9UIF8; 360,000 compounds, 4.4% hits; AlphaScreen BAZ2B-H3K14Ac peptide displacement; Potency, µM (doses to about 114 µM), without a hit: top-dose activity change, negative = inhibition, hits mostly inhibitors; AID 504333, 2011; also: % is scaled to controls: 0 for no effect and ±100 for the full control effect; nearly all actives have a fitted effect of over 60% in size
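Complex of BAZ2B and biotin-H3K14Ac (50 nM apiece) forms over 30 min at RT, then faces library compounds up to 110 uM for another 30 min; AlphaScreen beads added, 20 min dark incubation, luminescence read.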
GLS inhibitor – qHTS for Inhibitors of Glutaminase (GLS); GLS enzymatic activity, qHTS titration; Potency, µM (doses to about 45.5 µM), inactives show at the top dose activity change, negative = inhibition, most hits filed as inhibitors; 410,000 compounds, 0.21% hits; AID 624170, 2012; also: % is scaled to controls: 0 for no effect and ±100 for the full control effect
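Assay buffer: 45 mM KH2PO4 pH 8.2, 0.02% Tween-20. hKGA acts on L-glutamine (1 mM solution added); product glutamate is reported by an oxidase/peroxidase Amplex Red coupling, with fluorescence taken at baseline and 30 min.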
HP1b chromo inh – HTS for Inhibitors of HP1-beta Chromodomain Interactions with Methylated Histone Tails | Chromobox protein homolog 1 (Homo sapiens), P83916 | Potency, µM (doses to about 114 µM), inactives show at the highest dose activity change, negative = inhibition, usual class: inhibitors | AlphaScreen HP1-beta / biotin-H3K9me3 peptide binding | 390,000 compounds, 0.56% hits; also: nearly all actives have a fitted effect of over 70% in size; inactives centre near 23
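AlphaScreen: HP1-beta (50 nM) preformed 30 min with biotin-H3(1-18)K9me3 peptide (50 nM) in PBS pH 7.4, 0.01% Tween-20. Compound added for 30 min at RT, then streptavidin donor/nickel chelate acceptor beads (10 ug/mL) for 30 min.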
Pol iota inh – qHTS for Inhibitors of Polymerase Iota | Pol iota fluorescent replication assay, 10 min | AID 588590, 2011 | 390,000 compounds, 1% hits | Potency, µM (top dose mostly 115 µM), for inactives: at the top dose activity, negative = inhibition, hits mostly inhibitors | DNA polymerase iota (Homo sapiens), Q9UNA4
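Fluorescent replication assay read twice, at 0 min and 10 min after adding 50 nM (final) substrate. Enzyme (10 nM) and compounds were first incubated 15 min at room temperature; enzyme-free buffer wells were negative controls.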
G9a block – qHTS Assay for Inhibitors of Histone Lysine Methyltransferase G9a. Histone-lysine N-methyltransferase EHMT2 (Homo sapiens), Q96KQ7. 350,000 compounds, 8.8% hits. Potency, µM (top dose mostly 102 µM), inactives show top-dose activity, negative = inhibition, hits mostly inhibitors. AID 504332, 2011. G9a H3K9 monomethylation, AlphaScreen, 2 h; also: % is scaled to controls: 0 for no effect and ±100 for the full control effect; nearly all actives have a fitted effect of over 75% in size
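Enzyme 20 nM + cpd, 15 min RT; add b-H3K9 pep 500 nM / SAM 20 uM; 2 h RT; anti-H3K9me1 Ab 0.5 ug/mL + SA donor / anti-rabbit acceptor beads 20 ug/mL each, 10 min; AlphaScreen read.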
JMJD2A Tudor – qHTS Assay for Inhibitors of JMJD2A-Tudor Domain; 390,000 compounds, 4.4% hits; AlphaScreen JMJD2A-Tudor / H3K4me3 peptide binding; Potency, µM (titrated, usually from 114 µM), without a hit: top-dose activity change, negative = inhibition, usual class: inhibitors; AID 504339, 2011; Lysine-specific demethylase 4A (Homo sapiens), O75164; also: % is scaled to controls: 0 for no effect and ±100 for the full control effect; nearly all actives have a fitted effect of over 50% in size
Pin1 inhibitor – qHTS Assay to Find Inhibitors of Pin1; Potency, µM (series often up to 115 µM), for the others: at the highest dose activity, negative = inhibition, most hits filed as inhibitors; Pin1 FP peptide displacement, HiFluor488, 10 min; Peptidyl-prolyl cis-trans isomerase NIMA-interacting 1 (Homo sapiens), Q13526; 390,000 compounds, 0.009% hits; active = well fitted inhibition curve with a large enough effect in the polarisation, with a control signal flat, not every such curve was filed as active; inconclusive = small, poorly fitted or top-dose-only effect, or effect the other way, or a change in a side signal; inactive = no such curve, though single readings can be large or run the other way; the % refers to the polarisation; also: % is scaled to controls: 0 for no effect and ±100 for the full control effect
BLM inh – qHTS Assay for Inhibitors of Bloom's syndrome helicase (BLM); RecQ-like DNA helicase BLM (Homo sapiens), P54132; recombinant BLM DNA unwinding, fluorescence dequenching; 350,000 compounds, 0.2% hits; Potency, µM (doses to about 56.1 µM), without a hit: at the highest dose activity change, negative = inhibition, actives largely listed as inhibitors; AID 2528, 2010;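 also: plate controls were vehicle for no effect and no enzyme for full effect; nearly all actives have a fitted effect of over 35% in size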
* marks the source's active call; other numbers are inactive results; [ ] = another dose, or the depositor's remark. Unless noted, calls follow the shape of the dose curve; as a rule, active = well fitted curve in the direction sought with a large enough effect; inconclusive = small, poorly fitted or top-dose-only effect, or another doubt; inactive = no such curve, though single readings can be large; an effect the other way counts as inactive or inconclusive. Potency is read from the fitted curve at half-maximal effect.

Results for CCOc1ccc(N2C(=O)CC(Sc3nc(CC(C)C)ccc3C#N)C2=O)cc1 (stereo unspecified) ?
PGK inhibitor: inactive; BAZ2B inh: 13%; GLS inhibitor: -14%; HP1b chromo inh: 62%[activator]; Pol iota inh: 17%; G9a block: inconclusive; JMJD2A Tudor: -25%; Pin1 inhibitor: 4%; BLM inh: -4%

Results for COc1ccccc1NC(=O)c1cc2cc(Br)ccc2oc1=N ?
PGK inhibitor: 1%; BAZ2B inh: -22%; GLS inhibitor: 2%; HP1b chromo inh: 5%; Pol iota inh: 5%; G9a block: -1%; JMJD2A Tudor: -26%; Pin1 inhibitor: 2%; BLM inh: -2%

How did Cc1ccnc(NC(=O)CCC(=O)N(CC(=O)NC2CCCCC2)CC2CCCO2)c1 (stereo unspecified) do in these assays?
PGK inhibitor: 2%; BAZ2B inh: inconclusive; GLS inhibitor: 5%; HP1b chromo inh: 27%; Pol iota inh: 14%; G9a block: -5%; JMJD2A Tudor: 7%; Pin1 inhibitor: -1%; BLM inh: -2%

How did CSc1cccc(NS(=O)(=O)c2ccc(F)cc2)c1 do in these assays?
PGK inhibitor: -7%; BAZ2B inh: 4%; GLS inhibitor: 1%; HP1b chromo inh: 30%; Pol iota inh: 19%; G9a block: -25%[59 µM]; JMJD2A Tudor: -2%; Pin1 inhibitor: 6%; BLM inh: -6%

What do the screens show for `O=C(/C=C/c1cccc([N+](=O)[O-])c1)NCCSCc1c(Cl)cccc1Cl`?
PGK inhibitor: -3%; BAZ2B inh: -31%; GLS inhibitor: -6%; HP1b chromo inh: 10%; Pol iota inh: 163%[activator]; G9a block: inconclusive; JMJD2A Tudor: -15%; Pin1 inhibitor: 0%; BLM inh: -2%

Results for CCOC(=O)C1=C(COC(=O)c2ccccc2OC)NC(=O)NC1C (stereo unspecified) ?
PGK inhibitor: -9%; BAZ2B inh: -5%; GLS inhibitor: 1%; HP1b chromo inh: 19%; Pol iota inh: -11%; G9a block: 3.2µM*; JMJD2A Tudor: -5%; Pin1 inhibitor: -8%

What do the screens show for `CC1CCCCC1NC(=O)c1cncc(Br)c1` (stereo unspecified)?
PGK inhibitor: -8%; BAZ2B inh: -5%; GLS inhibitor: -1%; HP1b chromo inh: 27%; Pol iota inh: -3%; G9a block: inconclusive; JMJD2A Tudor: -6%; Pin1 inhibitor: 0%; BLM inh: 0%

How did COCC1CCN(C(=O)CC2C(=O)NCCN2Cc2cccc(Oc3ccccc3)c2)CC1 (stereo unspecified) do in these assays?
PGK inhibitor: -2%; BAZ2B inh: -16%; GLS inhibitor: 3%; HP1b chromo inh: 24%; Pol iota inh: 30%[activator]; G9a block: -9%[12.7 µM]; JMJD2A Tudor: -9%; Pin1 inhibitor: -6%; BLM inh: -6%

What do the screens show for `Cc1ccc(NC(=O)CNC(=O)c2cccs2)c(O)c1`?
PGK inhibitor: -8%; BAZ2B inh: 8%; GLS inhibitor: -1%; HP1b chromo inh: -10%; Pol iota inh: 8%; G9a block: inconclusive; JMJD2A Tudor: -16%; Pin1 inhibitor: 6%

How did CC(C)C1C(C#N)=C(N)Oc2n[nH]c(-c3ccc4ccccc4c3)c21 (stereo unspecified) do in these assays?
PGK inhibitor: -5%; BAZ2B inh: inconclusive; GLS inhibitor: -14%; HP1b chromo inh: -7%; Pol iota inh: 0%; G9a block: inconclusive; JMJD2A Tudor: inconclusive; Pin1 inhibitor: 5%; BLM inh: -11%

What do the screens show for `CCCCOc1ccccc1C(=O)NCC(=O)O`?
PGK inhibitor: 11%; BAZ2B inh: -3%; GLS inhibitor: 4%; HP1b chromo inh: 28%; Pol iota inh: 2%; G9a block: 9%; JMJD2A Tudor: -9%; Pin1 inhibitor: -4%; BLM inh: -4%

What do the screens show for `COc1cccc(C(C(=O)NC2CCCC2)N(C(=O)c2ccco2)c2cccc(C(C)=O)c2)c1OC` (stereo unspecified)?
PGK inhibitor: -4%; BAZ2B inh: -1%; GLS inhibitor: -4%; HP1b chromo inh: 23%; Pol iota inh: 136%[activator]; G9a block: inconclusive; JMJD2A Tudor: -12%; Pin1 inhibitor: 3%; BLM inh: -2%

What do the screens show for `Cc1ccc(NC(=O)NC2=N/C(=C(/C#N)C(=O)N3CCCC3)c3ccccc32)cc1`?
PGK inhibitor: -1%; BAZ2B inh: -23%; GLS inhibitor: 9%; HP1b chromo inh: -30%; Pol iota inh: 3%; G9a block: inconclusive; JMJD2A Tudor: inconclusive; Pin1 inhibitor: -3%; BLM inh: -2%

How did COc1ccccc1NC(=O)CCc1nc2ccccc2s1 do in these assays?
PGK inhibitor: 7%; BAZ2B inh: -12%; GLS inhibitor: -6%; HP1b chromo inh: 1%; Pol iota inh: 90%[activator]; G9a block: 1%; JMJD2A Tudor: 20µM*; Pin1 inhibitor: -3%; BLM inh: 0%

How did COC(=O)c1ccc(CN2CCN(C(C)C)C(CCO)C2)cc1 (stereo unspecified) do in these assays?
BAZ2B inh: 22%; GLS inhibitor: -4%; HP1b chromo inh: 49%[activator]; Pol iota inh: 12%; G9a block: 16%; JMJD2A Tudor: -20%; Pin1 inhibitor: 0%; BLM inh: 8%

Results for CN(C)CCN(Cc1ccccc1)S(=O)(=O)c1ccc2[nH]c(=O)ccc2c1 ?
PGK inhibitor: 10%; BAZ2B inh: 1%; GLS inhibitor: 0%; HP1b chromo inh: 24%[57 µM]; Pol iota inh: 16%; G9a block: 1%[59 µM]; JMJD2A Tudor: 2%; Pin1 inhibitor: -1%; BLM inh: -9%

How did O=C(CN1CCCC1)Nc1sc2c(c1C(=O)Nc1ccccc1)CCCC2 do in these assays?
PGK inhibitor: -3%; BAZ2B inh: -15%; GLS inhibitor: -1%; HP1b chromo inh: 19%; Pol iota inh: 39%[activator]; JMJD2A Tudor: -13%; Pin1 inhibitor: -1%; BLM inh: 0%

What do the screens show for `OC(CNC1CCCCC1)COCCOc1ccc(Br)cc1` (stereo unspecified)?
PGK inhibitor: -8%; BAZ2B inh: 1%; GLS inhibitor: -2%; HP1b chromo inh: 24%; Pol iota inh: -10%; G9a block: -9%[59 µM]; JMJD2A Tudor: -1%; Pin1 inhibitor: 3%; BLM inh: 1%

How did O=C1Nc2ccccc2C1Cc1ccc(Br)cc1 (stereo unspecified) do in these assays?
PGK inhibitor: 3%; BAZ2B inh: 0%; GLS inhibitor: 5%; HP1b chromo inh: 24%; Pol iota inh: 1%; G9a block: -22%[59 µM]; JMJD2A Tudor: -12%; Pin1 inhibitor: 0%; BLM inh: -2%

Results for Cc1cnc(NC(=O)CSc2nnc(-c3ccc(Cl)cc3Cl)n2N)s1 ?
PGK inhibitor: -3%; BAZ2B inh: 6%; GLS inhibitor: -6%; HP1b chromo inh: inconclusive; Pol iota inh: 12%; G9a block: inconclusive; JMJD2A Tudor: -19%; Pin1 inhibitor: 0%; BLM inh: 1%

Next part, starting with the last 2 of the part before.
How did O=C1Nc2ccccc2C1Cc1ccc(Br)cc1 (stereo unspecified) do in these assays?
PGK inhibitor: 3%; BAZ2B inh: 0%; GLS inhibitor: 5%; HP1b chromo inh: 24%; Pol iota inh: 1%; G9a block: -22%[59 µM]; JMJD2A Tudor: -12%; Pin1 inhibitor: 0%; BLM inh: -2%

Results for Cc1cnc(NC(=O)CSc2nnc(-c3ccc(Cl)cc3Cl)n2N)s1 ?
PGK inhibitor: -3%; BAZ2B inh: 6%; GLS inhibitor: -6%; HP1b chromo inh: inconclusive; Pol iota inh: 12%; G9a block: inconclusive; JMJD2A Tudor: -19%; Pin1 inhibitor: 0%; BLM inh: 1%

Results for O=C1CN(S(=O)(=O)c2ccccc2)CCN1S(=O)(=O)c1ccccc1 ?
PGK inhibitor: -3%; BAZ2B inh: 1%; GLS inhibitor: 6%; HP1b chromo inh: -1%; Pol iota inh: -6%; G9a block: 13%[59 µM]; JMJD2A Tudor: 5%; Pin1 inhibitor: 3%; BLM inh: 0%

Results for Cc1cccc(C(=O)OCC(=O)N2CC(C)CC(C)C2)c1C (stereo unspecified) ?
PGK inhibitor: -6%; GLS inhibitor: -10%; HP1b chromo inh: 56%[activator]; Pol iota inh: 15%; JMJD2A Tudor: 13%; Pin1 inhibitor: 0%

How did COc1ccc(CCNC(=O)C/C(C)=N/NC(=O)c2ccc(Cl)cc2Cl)cc1OC do in these assays?
PGK inhibitor: -5%; BAZ2B inh: -21%; GLS inhibitor: -2%; HP1b chromo inh: 27%; Pol iota inh: 8%; G9a block: 15%; JMJD2A Tudor: 3%; Pin1 inhibitor: -1%; BLM inh: 0%

Results for CCOC(=O)c1c(C)[nH]c(C(=O)OCC(=O)NC2CCS(=O)(=O)C2)c1C (stereo unspecified) ?
PGK inhibitor: -9%; BAZ2B inh: 4%; GLS inhibitor: 3%; HP1b chromo inh: -4%; Pol iota inh: -6%; G9a block: 34%[12.7 µM]; JMJD2A Tudor: -9%; Pin1 inhibitor: 12%; BLM inh: 1%

How did CCn1cc(C2=NOC(C(=O)Nc3c(C)nn(Cc4ccc(F)cc4)c3C)C2)c(C)n1 (stereo unspecified) do in these assays?
PGK inhibitor: inactive; BAZ2B inh: 10%; GLS inhibitor: 0%; HP1b chromo inh: 26%; Pol iota inh: -3%; G9a block: inconclusive; JMJD2A Tudor: -18%; Pin1 inhibitor: 7%; BLM inh: 0%

Results for COc1cc(NC(=O)NCC2CCN(Cc3ccccc3C)CC2)cc(OC)c1OC ?
PGK inhibitor: -4%; BAZ2B inh: -1%; GLS inhibitor: -2%; HP1b chromo inh: 8%; Pol iota inh: 125%[activator]; G9a block: 10%; JMJD2A Tudor: -18%; Pin1 inhibitor: 0%; BLM inh: -3%

Some of the compounds tested. The share of hits here may be higher or lower than overall.
